TWEAK-Fn14 inh: inhibitors of TWEAK-Fn14 signaling, primary screen, luciferase reporter cells, uHTS; 360,000 compounds, 2% hits; AID 1159606, 2016; TWEAK-stimulated Fn14 reporter cells, luciferase luminescence, 8 h; inhibition, % at 10 µM; in the data active means inhibition above about 50%
iPSC survival up: enhancers of single-cell hiPSC survival, primary screen, ATPlite luminescence; 100% = ROCK inhibitor wells, 0% = DMSO; survival enhancement, % at 20 µM; 360,000 compounds, 0.044% hits; AID 602274, 2012; in the data active means survival enhancement above about 18%;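 further: cells exposed to compounds for 16 hours before the ATP read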
MITF TRPM1 inh: inhibitors of MITF-dependent TRPM1 promoter reporter, primary screen, cell-based, SK-MEL-5, single point, luciferase. 330,000 compounds, 0.83% hits. inhibition, % at 12.5 µM. SK-MEL-5 TRPM1 promoter luciferase, 24 h;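 active means mean inhibition across replicates of 60% or more, whatever share of single replicates reaches that level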; further: values of inactives mirror those of a sister screen read the other way
NR2E3 ag-1: inhibitors of NR2E3-RetCOR corepressor binding, primary screen, NR2E3 agonist project, biochemical, TR-FRET, GST-NR2E3, biotin-RetCOR; Photoreceptor-specific nuclear receptor (Homo sapiens), Q9Y5X4; 1536-well; inhibition of corepressor binding, % at 4.78 µM; 320,000 compounds, 0.12% hits; AID 2300, 2010;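 active means percent inhibition above the cutoff of mean plus 3 SD of all tested compounds, set per screening campaign, cut at about 20% in these data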;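 further: 0% = DMSO wells and 100% = biotin wells as full block of FRET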
Target sequence (Q9Y5X4 whole entry, looked up): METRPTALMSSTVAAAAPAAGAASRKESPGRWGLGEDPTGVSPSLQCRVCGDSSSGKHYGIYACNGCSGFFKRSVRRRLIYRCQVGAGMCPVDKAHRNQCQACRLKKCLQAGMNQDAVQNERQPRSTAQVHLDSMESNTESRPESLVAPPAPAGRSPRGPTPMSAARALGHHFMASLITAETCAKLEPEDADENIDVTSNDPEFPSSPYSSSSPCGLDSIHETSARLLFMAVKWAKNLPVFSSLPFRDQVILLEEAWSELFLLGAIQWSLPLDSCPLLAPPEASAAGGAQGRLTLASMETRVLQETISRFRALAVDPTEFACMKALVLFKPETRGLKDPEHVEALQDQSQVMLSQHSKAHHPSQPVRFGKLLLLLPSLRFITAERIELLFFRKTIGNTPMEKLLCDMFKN
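Test system: GST-NR2E3 and biotin-RetCOR proteins | Quantity: 1.35 nM GST-tagged NR2E3 final | Medium: Tris pH 7.5 | Also added: 7 nM biotin-RetCOR | Dosing: Compound at 4.8 µM, single dose | Timing: 5 h at 4 °C | Detection: Time-resolved FRET | Read-out basis: Percent inhibition | Benchmarks: Biotin wells as high control, 0.6% DMSO wells as low control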
KKLEB tox: cytotoxicity in KKLEB CF airway cells, primary screen, cytotoxicity control for CF NF-kB inhibitor project, cell-based, uHTS, fluorescence assay plates; KKLEB CF airway cells viability, ATPlite luminescence, overnight; hits give low values; cells stimulated with P. aeruginosa culture filtrate; activity change (cytotoxicity), % at 5 µM; 360,000 compounds, 0.36% hits;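 active means corrected activity change at or below -50% at 5 µM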
NR2E3 ag-2: NR2E3 agonists in two-hybrid cells, primary screen, cell-based, luminescence, CHO-S, Gal4-NCOR/VP16-NR2E3 | luciferase | inhibition of corepressor binding, % at 3.98 µM | 360,000 compounds, 0.35% hits | AID 602229, 2012;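 active means inhibition above the mean of all tested compounds plus 3 SD, cut at about 70% in these data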;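 further: 0% = DMSO with NR2E3 transfected cells and 100% = cells lacking NR2E3 construct; higher means lower luciferase signal from less NR2E3 corepressor binding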
CF NFkB block: inhibitors of PAF-induced NF-kB signaling, primary screen, cell-based, GFP fluorescence, uHTS; AID 588850, 2011; KKLEB NF-kB-GFP reporter, GFP fluorescence overnight; 360,000 compounds, 0.86% hits; inhibition, % at 5 µM;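 active means at least 50% inhibition at 5 µM, scaled per plate between neutral and stimulator controls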;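 further: PAF is a Pseudomonas aeruginosa culture filtrate used as stimulus; plate controls were PAF-stimulated DMSO wells for no effect and unstimulated DMSO wells for full effect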
Peg3 prom inh: Peg3 promoter-driven luciferase inhibitors, primary screen, cell-based, HeLa, luciferase luminescence | inhibition, % at 20 µM | 360,000 compounds, 1.7% hits | HeLa PEG-Prom luciferase reporter, overnight | AID 588405, 2011;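 active means inhibition of at least 50% at 20 µM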
aDG glyco act: activators of alpha-DG glycosylation, primary screen, uHTS, Pro5-aDG cells, AlphaScreen | 360,000 compounds, 0.22% hits | activation, % at 10 µM | alpha-DG glycosylation AlphaScreen (IIH6); 0% Pro5, 100% B10-LARGE cell signal;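 active means activation of at least 8% versus controls, or a plate z-score of at least 8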;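 further: Pro5 are CHO cells carrying HIG-tagged alpha-DG that lacks glycosylation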
HIF-2a block: HIF-2a reporter inhibitors, primary screen, luminescence, 786-0 RCC cells; 786-0 RCC cells HIF-2a reporter, luciferase luminescence, overnight; 360,000 compounds, 0.72% hits; inhibition, % at 18.8 µM;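 active means inhibition of the luminescence signal of 40% or more relative to plate controls, in a single-dose primary screen at 18.75 µM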
Shn3 3UTR inh: reduction of Shn3 3'UTR firefly luciferase signal, primary screen, Schnurri-3 inhibitor project, cell-based, Clone20 osteoblasts, set 2 | Clone20 osteoblast Shn3 3'UTR firefly luciferase, 24 h | inhibition, % at 12.5 µM | 360,000 compounds, 0.52% hits | AID 588674, 2011;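 active means mean inhibition of at least 75% with every replicate also reaching 75%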;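 further: 0% = median of neutral control wells and 100% = pilot-screen positive control compound; some compounds past the cut are filed as inactive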
Active calls of the source: *; nt = not tested or not shown.

SMILES | TWEAK-Fn14 inh | iPSC survival up | MITF TRPM1 inh | NR2E3 ag-1 | KKLEB tox | NR2E3 ag-2 | CF NFkB block | Peg3 prom inh | aDG glyco act | HIF-2a block | Shn3 3UTR inh
Cc1cc(OCC(=O)Nc2cccnc2)c2c(C)c(C)c(=O)oc2c1 | 13 | 1.1 | 4 | -57 | 11 | -2 | -112 | 16 | 0.2 | -12 | 7
CC(C)C(OC(=O)c1ccco1)C(=O)NCc1ccccc1 (stereo not given) | 6 | -1.4 | -8 | 7 | -18 | -9 | -12 | 0 | 0.1 | 11 | -4
CCOC(=O)c1c(C)[nH]c(C)c1C(=O)CSc1nnc(N)s1 | -18 | 0.4 | 11 | 2 | 6 | 9 | 0 | 2 | 0.2 | 9 | -4
O=C(COC(=O)CCC(=O)c1cccs1)NCc1ccc(Cl)cc1 | 9 | -0.3 | 2 | 2 | -5 | 10 | 19 | 5 | 0.0 | 13 | 0
COc1ccc(C(=O)c2sc3nc(-c4ccccc4)ccc3c2N)cc1OC | 4 | -1.2 | 2 | -4 | -3 | -64 | 5 | 22 | 0.5 | -8 | -3
COc1ccc(C)cc1NC(=O)c1cc(S(=O)(=O)N2CCCCC2)ccc1N1CCOCC1 | -41 | -0.2 | 7 | 2 | -12 | -2 | 6 | 23 | -0.5 | 6 | 5
N#Cc1cc2ccncc2c2ccccc12 | -3 | 2.1 | nt | nt | -22 | -32 | 6 | 11 | -0.1 | 22 | 10
CCOc1cccc(C(=O)Nc2ccccc2C(=O)N2CCOCC2)c1 | 13 | -0.1 | 2 | -1 | 2 | -15 | 1 | 11 | 0.2 | 7 | -23
Cc1cc(C)n2c(SCC(=O)Nc3ncc(C(F)(F)F)cc3Cl)nnc2n1 | 9 | 0.1 | 5 | -2 | 5 | 4 | 1 | 4 | -0.4 | 11 | -7
O=C(c1ccccc1SCc1ccccc1)N1CCOCC1 | -10 | 1.2 | 2 | -1 | 2 | 4 | 13 | -10 | -0.1 | 2 | 8
Cc1ccc(S(=O)(=O)N(C)c2ccc(OC(C)C(=O)N(C)c3ccccc3)cc2)cc1 (stereo not given) | 20 | 1.3 | -4 | nt | -8 | 28 | -5 | 14 | -0.4 | 2 | 16
O=C(NCCN1CCN(S(=O)(=O)c2ccc(F)cc2)CC1)C(=O)NCc1ccccc1 | 32 | -0.4 | -2 | 4 | 6 | 2 | -2 | 3 | 0.0 | 11 | -5
O=C(NNc1ccccc1)c1ccccc1 | -12 | -0.9 | -6 | nt | 11 | 37 | -11 | -7 | 0.6 | -3 | 17
CCOc1ccc(C(=O)NCC(C)NC(=O)c2ccc(OCC)cc2)cc1 (stereo not given) | 10 | 0.0 | -7 | 6 | -3 | -14 | 0 | 8 | 0.2 | 5 | 2
CCOC1=C2[C@@H](CN(S(=O)(=O)c3ccc(C)cc3)[C@H]2c2ccc(Cl)cc2)[C@H]2C(=O)N(c3ccccc3)C(=O)[C@H]2C1 | 16 | -0.3 | nt | nt | 2 | 5 | 12 | 5 | 0.6 | -4 | 5
O=C(CNC(=O)c1ccc(Br)cc1)NCC(=O)OCC(=O)c1ccc([N+](=O)[O-])cc1 | 5 | 3.9 | 10 | -3 | 3 | 15 | -80 | 18 | 0.1 | 1 | 2
Cc1cc(=O)oc2cc(OCCSCCN3CCCCC3)ccc12 | -12 | -0.6 | -21 | -1 | -9 | 26 | 22 | -14 | 0.0 | -25 | -3
CC1(CCC#N)N=C(SCCC#N)N(c2ccccc2)C1=O (stereo not given) | -15 | 3.6 | 5 | -2 | 0 | -8 | 14 | 8 | 0.1 | 0 | -6
COc1ccc(C(CNC(=O)COc2ccccc2OC)N2CCCCC2)cc1 (stereo not given) | -12 | 0.0 | 1 | 2 | 9 | -47 | 8 | 4 | 0.2 | 14 | -5
O=C(Nc1cccc(O)c1)c1c(O)c2ccccc2[nH]c1=O | -3 | -0.4 | -22 | 2 | -1 | -154 | -17 | -267 | -0.2 | -213 | -49
CC(=O)c1ccc(N2CCN(C(=O)c3cccs3)C(C)C2)c(F)c1 (stereo not given) | 2 | -0.4 | 7 | 2 | 1 | 1 | 3 | 12 | 0.1 | 10 | -9
COc1ccccc1NC(=O)COC(=O)Cc1ccc(S(=O)(=O)N2CCCCC2)s1 | -4 | 1.0 | -5 | -1 | 1 | 2 | -2 | 12 | -0.7 | 15 | -15
CC(C)N(C(=O)CSc1nnnn1C1CCCC1)C(C)C | -11 | -0.4 | -5 | 1 | -2 | 6 | 5 | 5 | 0.0 | -9 | 3
C=C(C)Cn1c(CNC(C)=O)nc2ccccc21 | 16 | 1.8 | nt | 3 | 7 | 8 | 11 | 10 | 0.2 | 9 | -13
Cc1cc2nc3c(=O)[nH]c(=S)[nH]c3nc2cc1NC(=O)C(F)(F)F | 5 | -0.2 | 9 | -5 | 2 | -20 | -20 | -38 | -0.1 | 13 | 2
COC(=O)c1ccc(NC(=O)Cn2nnc(-c3cccs3)n2)cc1 | 12 | 0.1 | 6 | 4 | 1 | -18 | -7 | 12 | -0.4 | 4 | -6
O=C(O)c1cccc(NC(=O)c2ccc(N3C(=O)c4ccc(C(=O)Nc5cccc(C(=O)O)c5)cc4C3=O)cc2)c1 | -5 | -0.5 | 8 | -1 | 7 | -19 | 4 | 1 | -0.1 | 8 | 3
Nc1nonc1C(=O)NCCNC(=O)c1cccc(Cl)c1 | 7 | -0.5 | 8 | 0 | -1 | 3 | 6 | 13 | -0.1 | 6 | -14
Cc1c(C)n(C)c2ccc(C(=O)N3CCN(c4ccccc4)CC3)cc12 | -12 | 0.2 | 4 | 2 | 5 | 10 | -15 | -10 | 0.2 | -7 | 7
CCn1ncc(CNC(=O)C2(C)CC2(Cl)Cl)c1C (stereo not given) | 1 | 2.2 | -9 | 0 | -11 | -3 | 1 | 21 | 0.0 | 13 | 4
Cc1c(-n2c(=O)n(Cc3ccccc3)c(=O)c3[nH]cnc32)cccc1S(C)=O (stereo not given) | 0 | 1.3 | -8 | 0 | -6 | 8 | -7 | 10 | 0.1 | 11 | -2
Cc1ccccc1NS(=O)(=O)c1ccc(C(=O)N2CCCC(C(F)(F)F)C2)cc1 (stereo not given) | -1 | -0.2 | -1 | 4 | 9 | 18 | -6 | 7 | 1.7 | -3 | 4
CC(C)(O)[C@H](O)COc1c2ccoc2cc2oc(=O)ccc12 | 1 | 1.2 | -9 | -2 | -13 | -12 | -29 | -10 | 0.2 | 11 | 0
O=C(c1ccc(S(=O)(=O)N2CCCCC2)cc1)c1nnc(-c2ccc(Cl)cc2)o1 | 10 | -1.3 | 4 | nt | 0 | -34 | 5 | 47 | 0.0 | 12 | -14
O=C1CN=C(Nc2ccc(Cl)cc2)N1c1ccccc1 | 2 | 0.9 | -3 | 2 | 2 | -9 | -3 | 10 | -0.1 | 14 | -1
Cc1cc(=O)oc(C)c1C(=O)Nc1ccc(Cl)cn1 | 3 | -0.1 | -5 | -2 | 1 | -1 | 4 | 1 | -0.3 | 11 | -6
Cc1c(C(=O)N2CCN(c3ccccc3F)CC2)sc2nc(-c3ccccc3)cn12 | 11 | -1.7 | 4 | -1 | -16 | -1 | -13 | -5 | 4.9 | 7 | 20
COc1ccc(C(CNC(=O)c2cccc(S(=O)(=O)Nc3ccccc3OC)c2)N2CCCC2)cc1 (stereo not given) | 12 | -0.4 | 6 | 1 | -15 | -5 | 7 | -10 | 1.4 | 7 | 5
CCOc1ccccc1N1C(=O)c2cccnc2C1=O | -28 | 0.0 | -7 | 4 | 2 | -21 | -24 | 8 | -0.2 | 9 | -4
c1ccc(Cc2nc3ccccc3[nH]2)cc1 | 8 | 3.1 | -4 | 5 | 33 | -5 | 10 | -10 | -0.2 | -29 | -4
CC1CN(C(=S)Nc2ccccc2)C(C)CN1C=O (stereo not given) | -4 | 4.2 | 0 | nt | 1 | 5 | 21 | 13 | 0.1 | 6 | 5

Quoted from the listing:
`COc1ccc(C(=O)c2sc3nc(-c4ccccc4)ccc3c2N)cc1OC` in aDG glyco act shows 0.5
`CC1(CCC#N)N=C(SCCC#N)N(c2ccccc2)C1=O` (stereo not given) in Shn3 3UTR inh shows -6

Of the compounds above, these contain a thiophene ring, fused or not:
SMILES | TWEAK-Fn14 inh | iPSC survival up | MITF TRPM1 inh | NR2E3 ag-1 | KKLEB tox | NR2E3 ag-2 | CF NFkB block | Peg3 prom inh | aDG glyco act | HIF-2a block | Shn3 3UTR inh
O=C(COC(=O)CCC(=O)c1cccs1)NCc1ccc(Cl)cc1 | 9 | -0.3 | 2 | 2 | -5 | 10 | 19 | 5 | 0.0 | 13 | 0
COc1ccc(C(=O)c2sc3nc(-c4ccccc4)ccc3c2N)cc1OC | 4 | -1.2 | 2 | -4 | -3 | -64 | 5 | 22 | 0.5 | -8 | -3
CC(=O)c1ccc(N2CCN(C(=O)c3cccs3)C(C)C2)c(F)c1 (stereo not given) | 2 | -0.4 | 7 | 2 | 1 | 1 | 3 | 12 | 0.1 | 10 | -9
COc1ccccc1NC(=O)COC(=O)Cc1ccc(S(=O)(=O)N2CCCCC2)s1 | -4 | 1.0 | -5 | -1 | 1 | 2 | -2 | 12 | -0.7 | 15 | -15
COC(=O)c1ccc(NC(=O)Cn2nnc(-c3cccs3)n2)cc1 | 12 | 0.1 | 6 | 4 | 1 | -18 | -7 | 12 | -0.4 | 4 | -6

High-throughput results deposited in PubChem by several laboratories.
